All columns: NCI-60 one-dose screen, growth in % after 48 h at 10 µM unless noted; 100 = growth as untreated, 0 = no growth, -100 = all killed.
KM12: KM12 colon cancer cells. AID 1794800. actives 5% (n = 82,000)
SNB-19: SNB-19 CNS cancer cells | actives 2.5% (n = 81,000) | AID 1794751
SF-268: SF-268 CNS cancer cells. actives 3.1% (n = 82,000). AID 1794759
HT29: HT29 colon cancer; AID 1794748; actives 7.4% (n = 81,000)
SW-620: SW-620 colon cancer | actives 5.2% (n = 82,000)
HCC-2998: HCC-2998 colon cancer; AID 1794799; actives 4.7% (n = 79,000)
SNB-75: SNB-75 CNS cancer | actives 5% (n = 79,000)
SF-539: SF-539 CNS cancer; actives 6.8% (n = 81,000)
SF-295: SF-295 CNS cancer cells; actives 5.6% (n = 79,000); AID 1794758
* = called active by the depositor; x = not tested or not shown; & = joins results of further samples. How the source made its calls: active means growth percent below 10; inactive means the rest.

The opening 15 entries, ahead of the listing:
SMILES	KM12	SNB-19	SF-268	HT29	SW-620	HCC-2998	SNB-75	SF-539	SF-295
O=C(/C=C/C=C/c1c(C2CC2)nc2ccccc2c1-c1ccc(F)cc1)c1cccs1	10.0*	42	43	-39*	6.1*	-13*	43	-33*	18
CC1CCCN(CCCCCOc2ccc3oc4ccc(Cl)cc4c(=O)c3c2)C1 (configuration not stated)	59	86	81	4.5*	57	78	83	67	83
Nc1ccc(S(=O)(=O)N/N=C/C=C/c2ccccc2)cc1	105	94	105	87	105	108	77	101	95
Cc1cc[n+](CC(=O)c2ccc(-c3ccccc3)cc2)cc1	100	103	97	92	97	99	81	106	75
COC(=O)[C@H](C)Nc1nc(N)nc(N(C)c2ccccc2)c1C=O	111	96	109	108	113	103	94	110	x
COc1cc(/C=C2\C(=N)N=C(SCc3nc4ccccc4[nH]3)NC2=O)ccc1O	106	104	111	110	96	105	102	99	101
O=C1CNC(c2ccc(Cl)cc2)N1O (configuration not stated)	109	103	110	102	103	111	91	104	82
Cc1cc(=O)n2n1-c1ccc3ccccc3c1NC(=O)C2	109	95	114	94	103	104	80	101	99
Nc1nc(CN2CCc3ccccc32)nc2ccccc12	85	100	109	120	107	114	105	91	104
CCC(=O)c1sc(Nc2ccc(Cl)cc2C)nc1N	102	105	98	97	101	117	97	91	102
Cc1[nH]c(/C=C/C(=O)c2ccccc2)c(C)c1C(=O)NCC(F)(F)F	101	95	98	101	99	98	94	104	90
COc1cc2cc(Oc3ccc(NC(=O)Nc4ccc(Cl)c(Cl)c4)cc3)c(C)nc2cc1OCCN1CCOCC1	92	91	94	90	104	116	93	94	80
CCCCCc1cc(Cl)ccc1OCC(=O)O	102	99	100	104	104	100	85	97	94
O=C(/C(=C(\C(=O)c1ccccc1)c1ccccc1)c1ccccc1)c1ccccc1	17	74	56	38	38	52	73	82	55
O=C(c1ccc(Cl)cc1)C1C(c2ccccc2)C1[N+](=O)[O-] (configuration not stated)	98	97	98	97	104	97	106	103	103

This part in full, from the first entry:
SMILES	KM12	SNB-19	SF-268	HT29	SW-620	HCC-2998	SNB-75	SF-539	SF-295
O=C(/C=C/C=C/c1c(C2CC2)nc2ccccc2c1-c1ccc(F)cc1)c1cccs1	10.0*	42	43	-39*	6.1*	-13*	43	-33*	18
CC1CCCN(CCCCCOc2ccc3oc4ccc(Cl)cc4c(=O)c3c2)C1 (configuration not stated)	59	86	81	4.5*	57	78	83	67	83
Nc1ccc(S(=O)(=O)N/N=C/C=C/c2ccccc2)cc1	105	94	105	87	105	108	77	101	95
Cc1cc[n+](CC(=O)c2ccc(-c3ccccc3)cc2)cc1	100	103	97	92	97	99	81	106	75
COC(=O)[C@H](C)Nc1nc(N)nc(N(C)c2ccccc2)c1C=O	111	96	109	108	113	103	94	110	x
COc1cc(/C=C2\C(=N)N=C(SCc3nc4ccccc4[nH]3)NC2=O)ccc1O	106	104	111	110	96	105	102	99	101
O=C1CNC(c2ccc(Cl)cc2)N1O (configuration not stated)	109	103	110	102	103	111	91	104	82
Cc1cc(=O)n2n1-c1ccc3ccccc3c1NC(=O)C2	109	95	114	94	103	104	80	101	99
Nc1nc(CN2CCc3ccccc32)nc2ccccc12	85	100	109	120	107	114	105	91	104
CCC(=O)c1sc(Nc2ccc(Cl)cc2C)nc1N	102	105	98	97	101	117	97	91	102
Cc1[nH]c(/C=C/C(=O)c2ccccc2)c(C)c1C(=O)NCC(F)(F)F	101	95	98	101	99	98	94	104	90
COc1cc2cc(Oc3ccc(NC(=O)Nc4ccc(Cl)c(Cl)c4)cc3)c(C)nc2cc1OCCN1CCOCC1	92	91	94	90	104	116	93	94	80
CCCCCc1cc(Cl)ccc1OCC(=O)O	102	99	100	104	104	100	85	97	94
O=C(/C(=C(\C(=O)c1ccccc1)c1ccccc1)c1ccccc1)c1ccccc1	17	74	56	38	38	52	73	82	55
O=C(c1ccc(Cl)cc1)C1C(c2ccccc2)C1[N+](=O)[O-] (configuration not stated)	98	97	98	97	104	97	106	103	103
CC(=O)Nc1ccc(O)cc1[N+](=O)[O-]	109	130	110	113	111	112	106	97	118
COC(=O)C(C)C1Sc2ccccc2NC1=O (configuration not stated)	122	108	117	124	114	130	104	102	103
COc1cc(/C=C/C(=O)/C=C(O)/C=C/c2ccc(OC(=O)C(C)c3ccc(CC(C)C)cc3)c(OC)c2)ccc1O (configuration not stated)	90	92	87	113	68	106	82	91	110
Cc1ccccc1-c1cc2ccccc2c(=O)o1	96	96	95	92	108	113	106	99	98
O=C(NCCCCCCCCNC(=O)c1cccc2ccccc12)c1cccc2ccccc12	96	73	114	91	87	88	x	113	84
c1ccc(C2=NC(c3ccccc3)C(c3ccccc3)N2)cc1 (configuration not stated)	100	104	107	102	100	106	110	106	116
O=[N+]([O-])c1cc(Cl)c(Cl)c(Cl)c1Cl	98&116	99&112	95&115	101	92&107	97&112	89	103&103	92&113
COC1=CC(=N/Cl)/C=CC/1=N/Cl	98	97	108	108	105	104	94	112	95
Nc1nc2[nH]c(=S)[nH]c2c(=O)[nH]1	105	88	106	101	102	107	90	99	117
CCOC(=O)C1CCC(=O)C(CC)=C1C (configuration not stated)	113	111	113	x	112	x	105	108	115
CCOC(=O)c1c(C)oc2ncnc(Nc3ccc(OCc4ccc(Cl)c(Cl)c4)cc3)c12	102	103	104	100	105	109	102	98	95
CC1(C)CC(=O)c2c(Nc3ccccc3)n[nH]c2C1	113	95	88	110	105	99	95	x	113
Cc1ccc(-n2nc(C(=O)O)c(N3CCCCC3)n2)cc1	111	105	96	108	106	105	90	101	89
Cc1ccc(-c2ccc(/C=C(\C#N)C(=O)c3c[nH]c4ccccc34)o2)cc1Cl	95	99	97	103	102	99	82	94	96
O=C1SC(c2ccccc2)=S=C1c1ccccc1	117	98	103	108	99	108	86	103	103
Cn1cc(-c2nn3c(=O)cc(-c4ccccc4)nc3s2)c2cc(F)ccc21	55	66	78	33	42	80	31	50	35
CC(=O)[C@H]1CCC(=O)[C@]23CC(=O)[C@@H]4CC=CC[C@]4(C)[C@H]2CC[C@]13C	102	93	96	97	100	103	98	94	97
N=C(N)c1ccc(-c2ccc(-c3ccc(Cl)cc3)s2)s1	-85*	-82*	-69*	-33*	-70*	-74*	-96*	-87*	-69*
CC(CC(c1ccccc1)c1ccccc1)[N+](C)(C)C (configuration not stated)	107	101	100	100	101	102	92	94	96
COc1cc(-c2nn(C(C)(C)C)cc2-c2ccnc(NCCCNS(=O)(=O)c3ccc(C(F)(F)F)cc3)n2)ccc1Cl	82	89	46	56	91	105	41	86	67
CN(C)CC(=O)c1ccc2cc(Cl)c3ccccc3c2c1	104	93	94	84	96	97	82	97	92

Already shown: an excerpt of the list.
SMILES	KM12	SNB-19	SF-268	HT29	SW-620	HCC-2998	SNB-75	SF-539	SF-295
CC(CC(c1ccccc1)c1ccccc1)[N+](C)(C)C (configuration not stated)	107	101	100	100	101	102	92	94	96
COc1cc(-c2nn(C(C)(C)C)cc2-c2ccnc(NCCCNS(=O)(=O)c3ccc(C(F)(F)F)cc3)n2)ccc1Cl	82	89	46	56	91	105	41	86	67
CN(C)CC(=O)c1ccc2cc(Cl)c3ccccc3c2c1	104	93	94	84	96	97	82	97	92

Further entries follow:
SMILES	KM12	SNB-19	SF-268	HT29	SW-620	HCC-2998	SNB-75	SF-539	SF-295
C=CCn1c(SCC(=O)Nc2cccc(C(=O)/C=C/c3ccccc3Cl)c2)nc2ccccc2c1=O	80	79	88	75	67	100	71	87	94
COc1ccc(/C=C/C(=O)c2ccc(O)c(CN3CCN(c4cc5c(cc4F)c(=O)c(C(=O)O)cn5C4CC4)CC3)c2)cc1OC	94	78	78	58	64	88	53	80	75
NNC(=O)c1cccc(C(=O)NN)n1	106	102	99	95	112	102	87	x	100
OCNc1ccc(-n2cnc3cc(-c4ccc(O)cc4)ccc32)cc1C(F)(F)F	4.5*	35	25	21	27	43	18	24	4.5*
COc1cc(-c2cc(-c3ccc(N(C)C)cc3)nc(N3CCC(O)CC3)c2C#N)cc(OC)c1OC	-0.4*	30	22	2.1*	21	x	-17*	-1.0*	-44*
CSS(=O)(=O)c1ccc(C)cc1	95	110	93	90	98	98	104	x	99
CN(C)c1ncc(/C=C2\SC(=S)N(Cc3ccccc3Cl)C2=O)s1	97	79	94	89	83	102	88	75	66
CC(=O)Nc1c(Cl)cc2c(c1Cl)Cc1c-2cc(Br)c(N)c1Br	100	110	106	101	95	106	128	115	121
N#CC1(C#N)OC12CCS(=O)(=O)c1ccccc12 (configuration not stated)	106	109	103	108	100	111	102	96	111
CCOC(=O)c1sc2ncnc(Oc3ccc(NC(=O)Nc4ccc(Cl)cc4)cc3)c2c1C	85	82	89	81	90	96	94	82	102
N#CN=CN1CC2CCC(CC2)C1	102	106	102	100	108	100	92	102	98
COc1ccc2[nH]c(O)c(N=NC(=O)c3ccc4nc(-c5ccccc5)[nH]c4c3)c2c1	100	109	103	112	105	130	92	96	109
CCC(CC)/C(C)=C(\C)C1CC1CCNS(=O)(=O)c1ccc(C)cc1 (configuration not stated)	97	101	99	95	106	105	x	104	99
Cc1nc(C(N)=O)c(C(N)=O)nc1C	100	108	106	94	110	105	89	100	96
C=CNC(=O)C(=O)c1ccccc1NC(C)=O	99	97	104	101	98	101	x	103	108
COc1cc(-c2nnc(-c3nc4ccccc4nc3Cl)o2)cc(OC)c1OC	95	97	95	107	92	108	94	95	104
CCOC(=O)NC(=O)CSc1n[nH]c(-c2ccc(CC)cc2)n1	108	91	96	111	102	106	72	83	121
O=C(O)/C=C/c1cn(-c2ccccc2)nn1	98	106	100	83	104	95	96	96	98
COc1cc(C(=O)/C=C/c2ccc(OCCCCCC[P+](c3ccccc3)(c3ccccc3)c3ccccc3)cc2)cc(OC)c1OC	-87*	-73*	-6.6*	-14*	-80*	-20*	-11*	-86*	-23*
O=C(NCCO)c1ncc(-c2ccc(C(F)(F)F)cc2)c(NC2CCCCCC2)n1	100	104	105	104	97	116	90	99	x
COc1ccc(/C=C2/N=C3N(N=C(CCl)N3c3ccccc3)C2=O)cc1	101	104	102	104	100	109	92	101	x

No enrichment for hits; 11% or so of the library scored in one or more.
